Tn7 DDE FP = inhibitors of Tn7 peptide binding to human fibrin DD(E). FP displacement of FITC-Tn7 peptide from fibrin DD(E); 0% = median of compound wells per plate. inhibition, % at 8.3 µM. 370,000 tested, 0.13% active. AID 720508;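 active = inhibition above the mean of compounds falling within the control limits plus 3 SD of them, cut at about 14% in these data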;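 note: 0% = plate median of compound wells and 100% = 10 µM Aha-Tn7 peptide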
Target sequence (P02675 whole entry, looked up): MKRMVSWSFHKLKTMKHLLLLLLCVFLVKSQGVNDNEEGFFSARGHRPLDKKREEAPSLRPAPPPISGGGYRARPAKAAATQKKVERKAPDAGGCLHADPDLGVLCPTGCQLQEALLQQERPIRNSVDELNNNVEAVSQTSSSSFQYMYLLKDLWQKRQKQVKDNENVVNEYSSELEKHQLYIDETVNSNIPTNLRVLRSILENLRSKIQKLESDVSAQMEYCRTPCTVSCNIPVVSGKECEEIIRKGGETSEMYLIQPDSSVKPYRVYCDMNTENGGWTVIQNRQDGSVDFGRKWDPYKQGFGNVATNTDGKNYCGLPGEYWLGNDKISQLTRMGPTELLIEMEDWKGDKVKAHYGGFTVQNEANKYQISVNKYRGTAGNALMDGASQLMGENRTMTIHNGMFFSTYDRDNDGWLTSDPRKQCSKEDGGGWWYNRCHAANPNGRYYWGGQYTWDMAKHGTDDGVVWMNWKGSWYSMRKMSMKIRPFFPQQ
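Assay system: human fibrin DD(E). Input: DD(E) 2 µM final. Medium: Tris buffer with calcium and detergent, pH 7.8. Compound dosing: single point at 8.3 µM. Timing: 10 min plus 3 h, room temperature. Technique: fluorescence polarization of the labelled Tn7 tracer. Read-out: percent inhibition. Replicates: singlicate testing.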
PLC-gamma1 inh = PLC-gamma1 (human) inhibition, primary screen. P19174. inhibition, % at 12.2 µM. AID 720700. 370,000 tested, 0.84% active. purified PLC-gamma1, fluorogenic substrate, fluorescence; in the data active = inhibition above about 9.5%
proKLK7 act = activators of human kallikrein-7 zymogen. P49862. purified proKLK7, EDANS-DABCYL substrate fluorescence; 100% is mature enzyme control, 0% vehicle. activation, % at 7 µM. 370,000 tested, 0.9% active. AID 652039;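 active = activation above the mean of all tested compounds plus 3 SD, computed per campaign excluding outliers beyond control limits, cut at about 13% in these data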
TDP2 inh = blocks human TDP2 phosphodiesterase activity; 370,000 tested, 0.34% active; O95551; AID 720702; inhibition, % at 12.8 µM; recombinant TDP2, T5PNP hydrolysis, p-nitrophenol absorbance 415 nm;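 active = inhibition above the mean of all tested compounds plus 3 SD, set per campaign, cut at about 25% in these data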;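 note: 0% = DMSO with enzyme and 100% = buffer with substrate but no TDP2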
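Test system: Human TDP2 enzyme | Reagent: 5 mM T5PNP | Compound dosing: 12.8 µM single point, 1% DMSO | Incubation: Enzyme reaction with compound for 2 h at 37 °C | Technique: p-Nitrophenol epi absorbance | Read-out: % inhibition relative to enzyme-containing and enzyme-free wells | Benchmarks: High control without enzyme, low control DMSO plus TDP2 | Replicates: Singlicate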
LEDGF integ inh = blocks HIV-1 LEDGF/p75-dependent DNA integration; TR-FRET IN-LEDGF/p75 DNA integration, Eu/Cy5; 370,000 tested, 0.64% active; inhibition, % at 3.7 µM;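 active = inhibition above the screen-wide mean plus 3 SD, cut at about 13% in these data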;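 note: signal is the Cy5 over europium emission ratio at 671 and 618 nm; 0% = plate median of compound wells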
ADAM17 inh = ADAM17 inhibition, QFRET primary screen; inhibition, % at 6.95 µM; recombinant ADAM17, EDANS/DABCYL FRET peptide cleavage; 370,000 tested, 0.83% active;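 active = inhibition above the mean of compounds lying between control limits plus 3 SD, set per campaign, cut at about 8.5% in these data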;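 note: 0% = DMSO-only wells as the low control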
DDE Tn6 FP inh = inhibitors of Tn6 peptide binding to human fibrin DD(E). P02675. Fibrin DD(E) TRITC-Tn6 fluorescence polarization displacement. inhibition, % at 8.3 µM. 370,000 tested, 0.21% active. AID 720509;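 active = inhibition above a per-campaign cutoff: mean of compounds within control limits plus 3 SD, cut at about 15% in these data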;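 note: 0% = median of all compound wells on the plate and 100% = blocking peptide control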
ADAM10 inh = ADAM10 inhibition, QFRET primary screen; O14672; 370,000 tested, 0.62% active; recombinant ADAM10, EDANS/DABCYL FRET peptide cleavage, 3 h; inhibition, % at 7 µM;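 active = inhibition above a per-campaign cutoff equal to the mean of compounds falling between control-based bounds plus 3 SD, cut at about 20% in these data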;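 note: 0% = DMSO wells while the 100% control is not disclosed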
ASAP1 inh = blocks human ASAP1-stimulated Arf1 GTP hydrolysis | GDP FP detection | inhibition, % at 16.5 µM | 360,000 tested, 0.19% active; in the data active = inhibition above about 25%;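 note: 0% = vehicle with enzyme and substrate and 100% = no enzyme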
Target sequence (Q9ULH1 325-724 limits assumed): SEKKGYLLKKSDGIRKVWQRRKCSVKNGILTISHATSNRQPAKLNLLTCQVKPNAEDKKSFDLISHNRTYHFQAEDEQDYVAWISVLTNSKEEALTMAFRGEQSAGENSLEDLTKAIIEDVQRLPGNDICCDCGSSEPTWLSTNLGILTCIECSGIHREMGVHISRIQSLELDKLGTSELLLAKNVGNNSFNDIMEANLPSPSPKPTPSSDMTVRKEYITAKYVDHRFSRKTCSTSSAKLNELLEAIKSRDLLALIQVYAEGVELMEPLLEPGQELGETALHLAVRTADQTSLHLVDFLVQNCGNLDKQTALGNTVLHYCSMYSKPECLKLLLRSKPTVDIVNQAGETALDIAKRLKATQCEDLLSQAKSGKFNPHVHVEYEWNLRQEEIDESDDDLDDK
ARFGAP1 inhibitor = inhibits rat ARF GTPase activating protein 1; Q62848; Arfgap1-stimulated ARF1 GTP hydrolysis, GDP FP detection; inhibition, % at 16.5 µM; 360,000 tested, 0.26% active; AID 651572;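 active = inhibition above a per-plate limit, mean inhibition of low control wells plus 3 SD, cut at about 25% in these data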;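 note: 0% = DMSO wells with enzyme and 100% = wells lacking Arfgap1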
Target sequence (Q62848 1-136 limits assumed): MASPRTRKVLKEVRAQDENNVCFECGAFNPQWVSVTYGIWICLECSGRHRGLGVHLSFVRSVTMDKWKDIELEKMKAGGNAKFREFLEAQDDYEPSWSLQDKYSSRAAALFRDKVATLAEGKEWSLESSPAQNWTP
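System: truncated rat Arfgap1 GAP domain / Benchmarks: high control wells lacking Arfgap1, low control full reaction with DMSO / Times: compound-enzyme preincubation 20 min, reaction 120 min, detection 60 min, 25 °C / Repeats: one replicate per compound / Also added: human ARF1(Δ1-17)-GTP substrate / Measured by: Tracer-displacement fluorescence polarization with EDTA stop, 620/688 nm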
* marks the source's active call; other numbers are inactive results; i = inactive; x = not tested or not shown. This is a random part of the collection; overall some 4.2% were active at least once.

SMILES	Tn7 DDE FP	PLC-gamma1 inh	proKLK7 act	TDP2 inh	LEDGF integ inh	ADAM17 inh	DDE Tn6 FP inh	ADAM10 inh	ASAP1 inh	ARFGAP1 inhibitor
Cc1cc(C)c(C(N)=O)c(SCC(=O)c2ccc(Cl)cc2)n1	-0.8	5.0	-0.1	-3.3	1.4	0.0	1.1	-8.3	1.2	3.3
CCOc1ccccc1NC(=O)NC1(C(=O)N2CCOCC2)CCCCC1	-2.0	2.4	0.2	-5.0	1.9	-1.6	2.6	-6.8	-20.2	-10.3
Cn1cccc1/C=N/n1c(-c2ccc(C(C)(C)C)cc2)n[nH]c1=S	5.9	3.9	-0.1	-5.0	1.8	6.7	-1.9	12.6	0.5	-8.3
Oc1ccccc1Nc1nc(-c2ccccc2O)nc2ccccc12	-5.4	-13.7	-1.1	-5.1	-0.3	2.8	-1.5	9.4	10.2	-7.7
COCCNC(=O)Cn1ncc2ccsc2c1=O	2.2	-0.5	-0.2	-6.2	0.3	-1.0	2.5	-7.8	-9.2	-0.1
Cc1ccc([C@H]2C[C@@H](n3cc(-c4ccc(F)cc4)nn3)[C@H](O)CN2C(=O)C2CCCCC2)cc1	-3.3	3.0	0.7	-0.9	1.4	1.4	3.0	4.5	4.3	8.6
Cc1nn2c(-c3ccccn3)ccnc2c1Br	-2.8	-1.4	0.1	-0.2	1.0	0.2	-2.2	-6.0	1.2	-1.0
Cc1ccc(C(=O)Oc2ccc(/C=N/NC(N)=O)cc2)cc1	3.2	-2.1	0.1	8.1	-4.7	-2.2	-2.5	-7.5	3.2	10.2
Cc1ccc(S(=O)(=O)/C(=C\N(C)C)c2cnc(Cl)s2)cc1	13.5	-5.9	-0.2	-0.8	-1.5	-2.8	-1.9	3.1	1.9	-3.1
COc1ccc(-n2c(SCC(=O)Nc3ccc4c(c3)OCCO4)nnc2-c2ccc(Cl)cc2)cc1	-0.2	2.2	-0.7	-7.7	3.5	4.2	5.7	0.9	x	x
Cc1cnc2ncc3sccc3c2c1	1.6	6.8	0.2	-6.0	-0.7	-4.5	1.5	-2.9	0.8	5.0
CCc1c(C)c2ccc(OCC(=O)OC)cc2oc1=O	6.3	-64.1	20.5*	2.5	2.8	-147.6	-8.1	-477.1	1.9	-9.9
Cn1c(=O)c2nc(Cl)c(-c3ccccc3)nc2n(C)c1=O	-0.4	-31.2	3.3	13.4	-0.3	-191.1	-3.6	i	6.5	3.3
O=C(NCc1ccc2c(c1)OCO2)c1cccc(S(=O)(=O)N2CCCC2)c1	3.4	1.4	0.0	-7.3	-10.0	-4.7	-0.1	-9.5	9.2	6.8
COc1ccc(C(=O)Nn2c(SCC(=O)c3ccccc3)nc3ccccc3c2=O)cc1	0.4	-5.9	0.8	2.2	0.1	-4.6	4.8	-15.3	8.4	4.8
COc1ccc(OC)c(-c2csc(NC(=O)c3ccc(OCC4CCCO4)cc3)n2)c1 (stereo unspecified)	-2.7	-5.0	-3.1	3.6	0.1	1.2	-1.1	1.7	0.9	0.3
Cn1cccc1C(=O)NC1CCCCCC1	2.9	3.3	0.7	5.8	-0.7	-1.4	9.9	-0.3	-6.5	-3.1
Cc1ccc(-c2nc(C3CCCN(S(=O)(=O)c4ccc(Br)s4)C3)no2)cc1 (stereo unspecified)	1.7	0.6	0.4	9.1	4.6	-5.3	-2.6	-6.9	x	x
CC(=O)Nc1ccc(NC(=O)C2CC(=O)N(Cc3ccccc3)C2)cc1 (stereo unspecified)	-0.8	0.0	0.8	0.5	0.5	0.0	7.6	-9.3	-1.4	-5.2
COc1cc(OC)cc(C(=O)NC(=S)NNC(=O)c2cnccn2)c1	2.3	-3.4	0.0	-0.3	-1.9	1.9	2.1	0.0	-2.8	-0.5
CCO[C@@H]1OC(C(N)=O)=C[C@H](c2coc3ccccc3c2=O)[C@H]1CCCO	-1.0	2.6	-0.1	9.3	2.2	-1.9	2.6	5.0	3.1	0.0
O=S(=O)(c1ccccc1)c1nc(-c2ccco2)oc1NCCN1CCOCC1	-7.9	-0.8	-0.3	7.7	-0.3	3.2	5.5	-12.8	17.8	4.9
CCCCC(=O)Nc1ccc(C(=O)NNC(=O)c2cccs2)cc1	4.8	3.7	0.1	-1.9	-0.2	0.7	3.6	0.9	-4.1	-3.4
CCN(CC)c1ccc(C(=O)OCC(=O)NCC2CCCO2)cc1 (stereo unspecified)	3.0	-1.6	0.4	-12.7	4.0	0.8	6.4	-2.4	9.8	1.7
O=C(NCC1CCCO1)c1ccccc1OCc1ccc(F)cc1 (stereo unspecified)	6.1	-0.9	0.3	0.4	-0.1	-2.8	13.5	-4.5	-9.9	-9.5

In the list so far, 4 have a thiophene ring, fused or not.
SMILES	Tn7 DDE FP	PLC-gamma1 inh	proKLK7 act	TDP2 inh	LEDGF integ inh	ADAM17 inh	DDE Tn6 FP inh	ADAM10 inh	ASAP1 inh	ARFGAP1 inhibitor
COCCNC(=O)Cn1ncc2ccsc2c1=O	2.2	-0.5	-0.2	-6.2	0.3	-1.0	2.5	-7.8	-9.2	-0.1
Cc1cnc2ncc3sccc3c2c1	1.6	6.8	0.2	-6.0	-0.7	-4.5	1.5	-2.9	0.8	5.0
Cc1ccc(-c2nc(C3CCCN(S(=O)(=O)c4ccc(Br)s4)C3)no2)cc1 (stereo unspecified)	1.7	0.6	0.4	9.1	4.6	-5.3	-2.6	-6.9	x	x
CCCCC(=O)Nc1ccc(C(=O)NNC(=O)c2cccs2)cc1	4.8	3.7	0.1	-1.9	-0.2	0.7	3.6	0.9	-4.1	-3.4

(next part)
SMILES	Tn7 DDE FP	PLC-gamma1 inh	proKLK7 act	TDP2 inh	LEDGF integ inh	ADAM17 inh	DDE Tn6 FP inh	ADAM10 inh	ASAP1 inh	ARFGAP1 inhibitor
CCOc1ccc(C(=O)Nc2c(C(N)=O)oc3ccccc23)cc1	7.8	-6.5	0.1	2.2	-1.8	-0.1	3.9	13.8	-0.2	-6.2
CCOC(=O)N(NC(=O)C(O)(c1ccccc1)c1ccccc1)c1ccccc1	-4.0	13.5*	0.4	-27.5	-1.7	6.1	-5.1	5.0	13.9	-1.9
COc1ccccc1-c1nc(C(F)(F)F)c(OC)o1	-4.2	1.9	0.0	10.2	-2.6	-1.4	2.7	-1.0	-1.9	4.8
CCOC(=O)/C(C#N)=C(/C)c1ccc(OC)cc1	2.9	-4.8	0.0	3.5	-0.1	-6.6	0.5	-1.7	6.6	1.6
c1ccc2c(c1)[nH]c1c(N3CCSCC3)ncnc12	2.1	-50.3	0.0	4.6	-1.3	-14.1	4.6	-45.1	0.0	-1.5
CC(=O)NCC(=O)OCC(=O)c1ccccc1	-2.9	-6.1	-0.3	-10.4	-6.0	-6.3	2.1	-1.5	6.9	8.8
CSc1nnc(-c2ccc(NC(N)=S)cc2)o1	6.7	2.5	0.0	5.4	0.9	-0.8	4.9	0.7	-8.9	2.0
COc1ccc(NS(=O)(=O)c2cc(NC(=O)c3ccc(=O)[nH]n3)ccc2C)cc1	6.7	-1.6	0.0	-0.9	0.8	-1.9	-1.9	-0.5	6.5	-2.7
CS(=O)(=O)N1CCC(C(=O)NCCN2CCN(Cc3ccccc3)CC2)CC1	2.8	-5.8	-1.0	4.0	2.2	-7.7	3.7	-14.1	-0.8	2.1
O=S(=O)(c1ccccc1)N1CCC(O)(CN2CCN(c3ccccc3)CC2)CC1	-1.5	1.2	0.3	1.7	-3.6	-3.9	-2.2	-2.4	5.5	0.3
COc1cc(CN2CCNC(=O)C2CC(=O)NC2CCC2)cc(OC)c1 (stereo unspecified)	-1.8	-5.1	-0.3	-11.6	2.2	-5.2	-3.3	-3.4	-9.2	-6.1
COc1ccc(C(=O)OCC(=O)Nc2ccc3c(c2)OCO3)cc1S(=O)(=O)N1CCOCC1	-0.3	-2.8	0.2	-8.5	-2.8	-0.9	7.5	2.1	-8.3	-1.9
COCCN(CCOC)Cc1cc(=O)oc2ccccc12	-4.1	0.9	-1.0	-5.5	1.8	-4.0	-10.0	-5.5	-8.6	-9.4
O=C(O)c1ccccc1C=NNc1ccc([N+](=O)[O-])cn1	0.0	0.2	-0.7	4.1	-1.4	-2.8	-2.0	-7.9	-8.7	11.3
Cc1cccc(NC(=S)NNC(=O)c2ccco2)c1	-4.2	3.1	0.8	-9.6	0.6	-0.5	-7.7	4.4	10.3	-1.0
Cc1cc(C)c2c(CC(=O)NNC(=O)c3ccccc3)coc2c1	5.9	1.9	0.1	-3.0	-1.2	-0.3	3.2	-4.0	7.3	-5.0
Cc1ccc(NC(=O)COC(=O)CCn2c(C)csc2=O)cc1S(=O)(=O)N1CCOCC1	-0.1	2.1	-0.4	4.6	-0.3	-4.1	1.9	-3.2	-6.9	5.2
Cc1cccc(N2CC(C(=O)Nc3nnc(SCc4ccccn4)s3)CC2=O)c1 (stereo unspecified)	2.9	-10.6	0.3	-16.5	-1.0	3.7	6.3	7.6	1.3	9.4
COc1cc(C2Nc3ccccc3C(=O)N2NS(C)(=O)=O)ccc1O (stereo unspecified)	2.4	-328.0	27.1*	-17.5	-5.5	-222.2	-4.8	-484.5	4.0	19.7
CCc1nc2ccc(C(=O)Nc3cccc(OC)c3)cn2c1N(C)Cc1ccc(OC)cc1	4.6	-8.3	0.6	-1.2	4.4	5.9	-4.4	13.2	-3.7	6.8
Cc1cc(C)c2nc(SCC(=O)NCC3CCCO3)c(C#N)cc2c1 (stereo unspecified)	3.2	-6.0	-0.3	-9.1	-5.3	-1.5	1.7	-19.1	-11.1	-2.7
COc1ccc(C2NN=C(c3ccc(C)cc3)S2)cc1 (stereo unspecified)	-2.2	-20.6	-0.3	6.1	-0.4	-23.0	2.0	-58.2	0.3	1.2
COCc1ccc(-c2c(-c3ccsc3)sc3ccccc23)cc1	8.3	-0.4	-0.5	2.8	0.0	-2.5	-5.2	-0.6	-6.9	4.7
Cc1c(OCC(=O)N2CCC(C(=O)O)CC2)ccc2c3c(c(=O)oc12)CCCC3	1.4	-23.6	-0.8	5.4	0.0	-144.6	-3.4	i	14.8	-2.9
CN(C)CCCNS(=O)(=O)c1ccc(N2CCC(c3ccc(Cl)cc3)=N2)cc1	-8.3	i	24.0*	0.9	0.1	i	-5.7	i	-10.2	-5.6
COc1ccc(N(CCCN2C(=O)c3cccc4cccc(c34)C2=O)C(=O)c2cccc(OC)c2)cc1	7.1	-3.7	-10.7	3.0	1.5	3.9	-2.3	4.7	-7.6	-4.6
Cc1c(N2C(=O)/C(=C/c3ccc(N(C)C)cc3)N(C)C2=S)c(=O)n(-c2ccccc2)n1C	-12.8	-0.5	-0.5	5.5	-6.2	1.0	1.1	4.0	-0.8	-10.9

Bioassay records from PubChem.
